Screens deposited in PubChem BioAssay by Broad Institute.
RAD54 inh = RAD54 (human) branch migration inhibition | Q92698 | RAD54 Holliday junction branch migration, FAM/BHQ fluorescence | inhibition, % at 10.4 µM | 360,000 tested, 0.14% active | AID 602329;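 active = mean normalized replicate activity at least 40 and at least half of replicates scoring 40 or more; inconclusive = only one of the two criteria met; inactive = mean below 40 and under half of replicates reaching 40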;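 note: 0% = median of neutral control wells and 100% = median of positive control wells; inhibitors cause a drop in the FAM fluorescence signal; in these data hits start at about 50%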
RAD52 inh = blocks human RAD52 DNA annealing; P43351; recombinant RAD52 DNA annealing, FRET fluorescence; inhibition, % at 18.7 µM; 360,000 tested, 0.46% active; AID 651710;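 active = every replicate showing at least 50% inhibition; inconclusive = mean inhibition at least 50% but not in every replicate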
Target sequence (P43351 whole entry, looked up): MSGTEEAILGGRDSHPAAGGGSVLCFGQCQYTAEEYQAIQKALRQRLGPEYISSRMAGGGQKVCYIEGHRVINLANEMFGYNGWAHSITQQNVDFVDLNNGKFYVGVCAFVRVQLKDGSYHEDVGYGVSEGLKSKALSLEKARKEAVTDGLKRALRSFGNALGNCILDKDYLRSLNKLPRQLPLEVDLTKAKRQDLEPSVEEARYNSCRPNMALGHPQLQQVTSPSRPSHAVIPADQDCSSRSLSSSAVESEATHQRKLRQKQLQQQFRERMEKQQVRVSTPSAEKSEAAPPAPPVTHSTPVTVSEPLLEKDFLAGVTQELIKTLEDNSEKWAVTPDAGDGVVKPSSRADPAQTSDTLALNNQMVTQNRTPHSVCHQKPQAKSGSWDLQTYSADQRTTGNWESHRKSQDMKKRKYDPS
XiGFP reactiv = reactivates the inactive X chromosome in mouse fibroblasts | XiGFP mouse fibroblasts, % GFP-positive cells imaging, 3 d; cells co-treated with 5-aza-dC sensitizer; scaled so ellipticine positive control = 100% | activation, % at 7.58 µM | 360,000 tested, 0.055% active | AID 743238;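 active = mean normalized replicate activation at least 10% and every replicate at or above 10%; inconclusive = only one of the two criteria met; inactive = mean below 10% and not all replicates reach 10%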;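 note: 0% = median of on-plate neutral control wells and 100% = ellipticine 6 µM median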
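System: XiGFP fibroblasts, SV40-immortalized. Medium: DMEM plus 5-aza-dC sensitizer. Doses: single point. Timing: 3 d treatment, 15 min room-temperature fixation. Control set: ellipticine 6 µM.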
esBAF inh = SWI/SNF esBAF complex inhibition | AID 602393 | mouse ES cells, Bmi1-luciferase knock-in reporter, 24 h; 100% = twice the neutral-well signal | 350,000 tested, 2% active | reporter increase, % at 12.5 µM; in the data active = activation above about 40%; inconclusive = no clear call, values can overlap the other calls;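 note: 0% = median of the plate's neutral control wells and 100% = double that signal; a rise in the Bmi1 reporter signal indicates esBAF inhibition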
GSIS activator = primary screen for activators of insulin secretion dependent on glucose, INS-1E cells, GLuc reporter luminescence | activation, % at 16.6 µM | 370,000 tested, 0.61% active | INS-1E GLuc reporter insulin secretion, 2-3 h;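 active = lowest replicate activation of at least 40%, so every replicate reaches that level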;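 note: 0% = median of neutral control wells and 100% = median of IBMX positive control wells; some compounds called inactive have numbers as strong as hits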
CFTR F508del cor = correctors of CFTR F508del function in bronchial epithelial cells; CFBE cells, YFP halide quenching; stimulated with forskolin plus potentiator P3; % fluorescence drop versus neutral controls; activity (quench increase), % at 7.58 µM; 350,000 tested, 0.36% active;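 active = mean added fluorescence quench of at least 8% versus neutral control, with both replicates also reaching 8%; inconclusive = only one of the mean or replicate conditions met; inactive = mean below 8% and not both replicates reaching 8%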;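 note: cells transiently co-express mutant CFTR-F508del with the halide-sensitive YFP; corrector assay measuring rescue of mutant channel to the surface after 24 h compound exposure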
ARNT TACC3 PPI = disruptors of human ARNT/TACC3 interaction. Q9Y6A5. AlphaScreen His-ARNT PAS-B/GST-TACC3 binding, luminescence; TACC3 fragment carries E629A point mutation. inhibition, % at 9.99 µM. 390,000 tested, 0.66% active. AID 623870;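 active = mean inhibition of replicates at least 50% and at least half of replicates each reaching 50%; inconclusive = half or more replicates reach 50% but mean below 50%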;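 note: 0% = complete ARNT plus TACC3 wells and 100% = ARNT alone without TACC3; many hits fall short of the cut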
ERAP1 inh = blocks human ERAP1 aminopeptidase activity; Q9NZ08; recombinant ERAP1, Leu-AMC fluorescence, 60 min; inhibition, % at 10.7 µM; 340,000 tested, 0.15% active; AID 652197;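 active = mean replicate inhibition of at least 30%, or all replicates individually reaching that 30% level; inactive = mean below 30% and not every replicate reaching it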;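 note: 0% = neutral control wells and 100% = L-leucinethiol positive control wells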
* hit, by the source's call; u = inconclusive; x = not tested or not shown.

[1] COc1cc(C(=O)N2CCN(C)C(C)C2)ccc1OC1CCN(C(C)=O)CC1 (stereo not given)
[2] C[C@@H]1CCCCO[C@@H](CN(C)S(=O)(=O)c2cn(C)cn2)[C@@H](C)CN([C@H](C)CO)C(=O)c2cc(NC(=O)c3ccncc3)ccc2O1
[3] Cn1nccc1C(=O)Nc1ccc(S(=O)(=O)N2CCCC2)cc1
[4] COc1ccc(CCN(C)C(=O)CN2C(=O)NC3(CCCCC3C)C2=O)cc1OC (stereo not given)
[5] CO[C@H]1CN(C)C(=O)c2cc(NC(=O)NC(C)C)ccc2OC[C@H](C)N(CC2CC2)C[C@H]1C
[6] C[C@@H]1CN([C@@H](C)CO)C(=O)c2cc(NS(=O)(=O)c3ccc(F)cc3)ccc2O[C@@H]1CN(C)C(=O)Nc1ccc2c(c1)OCO2
[7] Cc1ccc(N=Nc2cc(C)ccc2N)cc1
[8] Cc1ccc(S(=O)(=O)NNC(=O)CCC(=O)Nc2ccc(C)cc2C)cc1
entry no.	1	2	3	4	5	6	7	8
RAD54 inh	1	-4	-13	x	-3	-1	x	6
RAD52 inh	-4	3	-11	0	28	-6	-9	x
XiGFP reactiv	0.2	-0.7	0.0	-0.1	0.0	-0.2	0.4	0.7
esBAF inh	7	3	8	-8	-7	1	x	-1
GSIS activator	0	6	-4	42	-2	13	-46	-19
CFTR F508del cor	-0.4	-2.0	0.2	3.0	-1.2	0.2	-2.7	x
ARNT TACC3 PPI	-4	-8	-3	-1	-5	-1	6	-1
ERAP1 inh	-4	3	-7	-4	3	-2	4	x

[9] O=C(C1CCCO1)N1CCN(C(=S)Nc2ccc(Cl)c(Cl)c2)CC1 (stereo not given)
[10] Cc1cccc(-n2nnnc2SCC(=O)NC2CCCC2)c1
[11] CCCCN(C(=O)c1cccc(S(=O)(=O)N(C)c2ccc(C)cc2)c1)c1c(N)n(CCCC)c(=O)[nH]c1=O
[12] O=C(CC1CC1)N1CC(=O)N2[C@H](CO)[C@@H](c3ccc(C#Cc4ccc(F)cc4)cc3)[C@@H]2C1
[13] CC(=O)O[C@H]1CC[C@@]2(C)[C@@H](CC[C@@H]3[C@@H]2CC[C@]2(C)[C@@H](C(C)(C)O)C[C@@H]32)C1
[14] C=C1CCC[C@]2(C)C[C@H]3OC(=O)C(CNCCN(C)C)[C@H]3CC12 (stereo not given in full)
[15] Cc1cc(C)c(C#N)c(N2CCN(CCOc3ccc(Cl)cc3)CC2)n1
[16] COc1ccc(N2CCOCC2)c(NC(=O)c2cccs2)c1
entry no.	9	10	11	12	13	14	15	16
RAD54 inh	x	x	x	x	0	-2	x	1
RAD52 inh	-15	-3	0	-12	-7	15	3	-5
XiGFP reactiv	0.8	-0.1	0.2	0.5	-0.1	0.0	x	-0.1
esBAF inh	x	x	x	x	-9	-10	x	2
GSIS activator	4	-3	-5	-15	-4	-20	7	29
CFTR F508del cor	x	1.1	-0.5	0.5	-2.9	-2.8	1.1	2.4
ARNT TACC3 PPI	-2	-4	-2	x	x	14	0	2
ERAP1 inh	3	0	5	1	-4	-1	14	1

[17] O=C(C[C@@H]1CC[C@H]2NC[C@@H](O)COC[C@@H]2O1)Nc1nccs1
[18] C[C@H](CO)N1C[C@H](C)[C@@H](CN(C)CC2CCCCC2)Oc2ccc(NC(=O)Cc3ccccc3)cc2CC1=O
[19] CC1(C(=O)Nc2ccc3c(c2)OCCO3)CSCC(=O)N1CCc1ccccc1F (stereo not given)
[20] COc1ccc(S(=O)(=O)N2CCCCN3[C@H](C2)[C@@H](c2ccc(C#CC4CC4)cc2)[C@@H]3CO)cc1
[21] CNC(=O)C[C@H]1CC[C@@H]2[C@H](COc3ccc(NS(=O)(=O)c4ccc(F)cc4)cc3C(=O)N2C)O1
[22] O=C(C[C@@H]1C[C@@H]2c3cc(NC(=O)c4cccnc4)ccc3O[C@@H]2[C@H](CO)O1)NCC(F)(F)F
[23] O=C(C[C@H]1C=C[C@H](NC(=O)Cc2ccccn2)[C@@H](CO)O1)NCCc1ccccc1
[24] CC(C)NC(=O)Nc1ccc2c(c1)CC(=O)N([C@H](C)CO)C[C@@H](C)[C@H](CN(C)C(=O)NC1CCCCC1)O2
entry no.	17	18	19	20	21	22	23	24
RAD54 inh	-1	-5	x	-1	3	3	0	4
RAD52 inh	2	10	-8	x	x	12	9	-4
XiGFP reactiv	0.3	0.1	-0.1	0.1	0.1	0.2	0.1	0.2
esBAF inh	-4	-6	x	x	-3	-3	-6	0
GSIS activator	8	-10	-15	9	7	3	3	11
CFTR F508del cor	-1.5	-3.2	1.4	2.7	-1.9	-4.4	4.1	-1.0
ARNT TACC3 PPI	-4	25	x	11	-6	-1	2	1
ERAP1 inh	-1	0	x	x	x	0	0	-1

3 structures from above, ordered by length of the SMILES, high to low.
[21] CNC(=O)C[C@H]1CC[C@@H]2[C@H](COc3ccc(NS(=O)(=O)c4ccc(F)cc4)cc3C(=O)N2C)O1
[23] O=C(C[C@H]1C=C[C@H](NC(=O)Cc2ccccn2)[C@@H](CO)O1)NCCc1ccccc1
[17] O=C(C[C@@H]1CC[C@H]2NC[C@@H](O)COC[C@@H]2O1)Nc1nccs1
entry no.	21	23	17
RAD54 inh	3	0	-1
RAD52 inh	x	9	2
XiGFP reactiv	0.1	0.1	0.3
esBAF inh	-3	-6	-4
GSIS activator	7	3	8
CFTR F508del cor	-1.9	4.1	-1.5
ARNT TACC3 PPI	-6	2	-4
ERAP1 inh	x	0	-1

More structures follow:
[25] O=C(CN1CCN(S(=O)(=O)c2ccccc2)CC1)Nc1ccnn1C1CCCC1
[26] Cn1cc(Cc2ccccc2)c(=O)c(Cc2ccccc2)c1
[27] C/C=C/c1ccc([C@H]2[C@@H](CO)N(S(=O)(=O)CC)[C@H]2CN(C)C(=O)CC)cc1
[28] COc1ccc(CNC(=O)C[C@@H]2C=C[C@@H](NC(=O)CN(C)C)[C@@H](CO)O2)cc1
[29] COc1ccccc1NS(=O)(=O)c1cccc(C(=O)N/N=C/c2ccc(C)o2)c1
[30] O=C(NC(=O)c1ccc(F)cc1)Nc1nc(-c2cccs2)cc(C(F)(F)F)n1
[31] COc1cc(SC)ccc1C(=O)NC(C)C
[32] C[C@H](CO)N1C[C@H](C)[C@@H](CN(C)Cc2ccncc2)Oc2ccc(NC(=O)NC3CCCCC3)cc2CC1=O
entry no.	25	26	27	28	29	30	31	32
RAD54 inh	4	0	x	4	6	8	1	-19
RAD52 inh	-3	-8	-16	-12	-32	15	3	25
XiGFP reactiv	0.1	0.4	0.0	-0.1	-0.1	-0.1	-0.1	-1.1
esBAF inh	20	4	x	5	3	-2	-4	-6
GSIS activator	14	-1	7	10	-22	1	0	-12
CFTR F508del cor	2.9	1.8	0.5	-2.0	-2.0	1.2	x	-2.3
ARNT TACC3 PPI	-1	-3	x	1	x	-4	0	24
ERAP1 inh	1	-4	0	2	1	x	-2	4

[33] O=C(O)c1cccnc1Sc1ccccc1Cl
[34] CCOc1cc(C=NN2CCCCCC2)ccc1O
[35] O=C(C(=O)N1CCC(CNS(=O)(=O)c2ccc(C(F)(F)F)cc2)CC1)c1cccs1
[36] Clc1ccccc1/C=C/c1ccnc2ccccc12
[37] COCC#Cc1cnc2c(c1)C(=O)N([C@@H](C)CO)C[C@@H](C)[C@H](CN(C)C(=O)Nc1ccccc1OC)O2
[38] CC(C)NC(=O)N(C)C[C@@H]1Oc2cc(C#CC3CC3)ccc2S(=O)(=O)N([C@H](C)CO)C[C@@H]1C
[39] CC1(c2ccc(O)cc2)NC(=O)N(c2ccccc2)N1 (stereo not given)
[40] CCOc1ccc(S(=O)(=O)N2CN(c3cccc(C(C)=O)c3)c3nc4ccccc4nc32)cc1
entry no.	33	34	35	36	37	38	39	40
RAD54 inh	4	0	x	3	-7	-10	5	x
RAD52 inh	-16	-15	4	10	18	-11	5	-16
XiGFP reactiv	0.1	-0.1	0.0	0.0	0.8	0.3	0.2	0.0
esBAF inh	0	12	x	u	-2	5	-2	x
GSIS activator	21	-7	-41	9	-13	11	3	x
CFTR F508del cor	5.5	-2.0	-3.3	-3.2	1.2	-2.2	x	-5.1
ARNT TACC3 PPI	-11	0	x	0	-2	-13	2	-6
ERAP1 inh	-1	1	3	-1	-5	0	-3	0

[41] CCCNC(=O)N1C[C@H]2[C@@H](c3ccccc31)[C@H](CO)N2Cc1ccc(OC)cc1
[42] COc1ccc(C2C(C#N)=C3NC(=O)c4c(sc5c4CCCCC5)N3C3=C2C(=O)CC(C)(C)C3)cc1 (stereo not given)
[43] CCc1ccc(NC(=O)NCC2CCN(Cc3cccc(Cl)c3)CC2)cc1
[44] O=c1c2cc(Br)ccc2nc(-c2cccc(Cl)c2)n1O
[45] COc1ccccc1Oc1ncnc2c1oc1ccccc12
[46] CN(C)CC#Cc1ccc([C@@H]2[C@H]3CN(C(=O)Cc4cccnc4)CC(=O)N3[C@H]2CO)cc1
[47] COc1ccccc1-c1ccc2c(c1)O[C@@H](CN(C)C(=O)Nc1cccc(F)c1)[C@@H](C)CN([C@H](C)CO)S2(=O)=O
[48] COc1ccccc1Oc1ccc2c(c1)C(=O)N(c1cccc3ncccc13)C2=O
entry no.	41	42	43	44	45	46	47	48
RAD54 inh	2	-1	0	-9	x	x	1	x
RAD52 inh	-15	x	-14	-15	-1	-4	21	-15
XiGFP reactiv	-0.1	x	0.0	0.0	0.2	0.3	0.5	0.0
esBAF inh	-2	-7	-9	-7	x	x	-4	x
GSIS activator	1	-9	-1	2	3	13	-19	-10
CFTR F508del cor	1.6	x	-0.3	0.1	-1.4	-2.6	-3.5	-2.1
ARNT TACC3 PPI	2	7	-2	0	-3	x	-2	1
ERAP1 inh	-1	x	0	-1	6	-3	-1	-5

[49] COc1ccc(C#Cc2ccc([C@@H]3[C@H]4CN(Cc5ccncc5)CCCCN4[C@H]3CO)cc2)cc1
[50] COc1ccc(-c2cn3nc4c(nc3n2)CCCC4)cc1
[51] CC1CCc2ccccc2N1C(N)=Nc1ccccc1 (stereo not given)
[52] CCOC(=O)C1CCN(C(=O)CCc2nnc3ccc(N4CCN(C)CC4)nn23)CC1
[53] O=C(COC(=O)CCCOc1ccccc1)NC1CCS(=O)(=O)C1 (stereo not given)
entry no.	49	50	51	52	53
RAD54 inh	-5	-17	-7	-3	6
RAD52 inh	6	x	-8	-14	-6
XiGFP reactiv	0.2	x	-0.1	0.1	0.0
esBAF inh	11	-7	-2	2	-2
GSIS activator	-14	-5	6	5	14
CFTR F508del cor	-6.3	x	1.3	-0.2	-3.4
ARNT TACC3 PPI	-1	28	-1	-57	1
ERAP1 inh	-2	x	-4	2	-2
